GSK3A inh = blockers of GSK3A enzyme activity – biochemical, luminescence, cell-free homogeneous, HTS, primary screen | Glycogen synthase kinase-3 alpha (Homo sapiens), P49840 | GSK-3 alpha kinase, ADP-Glo luminescence, 60 min | inhibition, % at 10 µM | hit rate 0.1% among 320,000;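 in the data active = inhibition above about 50%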;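 note: GST-tagged GSK-3 alpha with peptide substrate and 25 µM ATP; 0% = DMSO neutral wells and 100% = GW8510 positive control wells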
Target sequence (P49840 whole entry, looked up): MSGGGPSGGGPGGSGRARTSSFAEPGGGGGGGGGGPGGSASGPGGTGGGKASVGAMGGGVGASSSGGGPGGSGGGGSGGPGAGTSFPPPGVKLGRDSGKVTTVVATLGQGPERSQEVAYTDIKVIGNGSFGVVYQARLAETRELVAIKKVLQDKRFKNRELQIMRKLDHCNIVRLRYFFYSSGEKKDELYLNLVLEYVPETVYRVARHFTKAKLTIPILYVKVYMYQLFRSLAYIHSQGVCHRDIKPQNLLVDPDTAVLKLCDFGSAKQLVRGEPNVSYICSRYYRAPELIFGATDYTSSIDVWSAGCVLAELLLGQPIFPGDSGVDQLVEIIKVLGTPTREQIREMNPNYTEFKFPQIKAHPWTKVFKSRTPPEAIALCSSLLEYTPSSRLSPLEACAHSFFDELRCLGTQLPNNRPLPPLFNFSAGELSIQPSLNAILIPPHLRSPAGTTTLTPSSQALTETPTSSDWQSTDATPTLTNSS
aSyn UTR inh = MLPCN primary screen, SNCA 5' untranslated region. alpha-synuclein 5'UTR reporter, inhibitor activity. inhibition, % (tested at 7.5 µM). hit rate 0.82% among 300,000; in the data active = inhibition above about 60%;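 note: H4 neuroglioblastoma cells stably carrying SNCA 5'UTR luciferase fusion; 0% = DMSO wells and 100% = positive control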
PolyA inhibitor = polyadenylation inhibitors in yeast reporter cells, primary screen, luminescence, S. cerevisiae; S. cerevisiae SKY197-pL101 polyadenylation reporter, beta-gal luminescence; efflux-impaired pdr1/pdr3 knockout yeast; score 100 = 6 SD above DMSO; calls only at 12 µM; hit rate 0.02% among 300,000; AID 1875, 2009;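 active = lowest replicate activity score at least 50, where 100 means six control SD above control mean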;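 note: yeast exposed to compound for 9 h at 30 °C; higher score means more reporter readthrough which indicates perturbed polyadenylation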
HSF1 inhib = HSF1 inhibitors in luciferase reporter cells, primary screen, cell-based, NIH3T3, luminescence | NIH3T3-HGL HSE-luciferase, MG132-induced, luminescence 8 h; hits give low values | activity change, negative = inhibition, % at 7.5 µM (by protocol) | hit rate 0.77% among 300,000;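 active = more than half of replicate wells show activity change below -50%, luminescence cut by over half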;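 note: luciferase reports HSF-1 transcriptional activity via heat shock element; 0% = median of DMSO wells and -100% = zero luminescence signal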
KLF5 inhibitor = KLF5 expression inhibitors, primary screen, DLD-1 cells, luminescence; inhibition, % at 5 µM; AID 1700, 2009; DLD-1 KLF5 promoter-luciferase reporter; hit rate 0.23% among 290,000;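 active = inhibition above a per-plate limit of that plate's mean compound inhibition plus 3 SD, cut at about 60% in these data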;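 note: 0% = DMSO wells and 100% = LY294002 at 200 µM; higher means less KLF5 promoter-driven luciferase light; inactives centre near -14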
HSP90 refold inh = HSP90 inhibitors, primary screen, cell lysate, luminescence | Rabbit reticulocyte lysate, luciferase refolding luminescence, 3 h | inhibition, % at 5.6 µM | hit rate 0.91% among 290,000;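 active = inhibition above the screen-wide mean plus 3 SD, computed separately per campaign, cut at about 16% in these data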;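 note: 0% = DMSO wells and 100% = 60 µM geldanamycin wells; inhibitors lower the luminescence because luciferase stays unfolded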
IEC-6 cytotox = cytotoxicity in IEC-6 intestinal epithelial cells, primary screen, cytotoxicity control for KLF5 inhibitor project, cell-based, luminescence; IEC-6 cytotoxicity, luminescence viability; inhibition, % at 5 µM; hit rate 0.78% among 290,000; AID 1825, 2009; in the data active = inhibition above about 22%;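 note: 0% = plate median of test compound wells and 100% = cytotoxic reference compound wells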
GSK3beta inhib = human GSK3beta kinase inhibitors, primary screen, biochemical, cell-free homogeneous, HTS; Glycogen synthase kinase-3 beta (Homo sapiens), P49841; GST-GSK3beta kinase, ADP-Glo luminescence, 60 min; hits give low values; activity score (negative = inhibition), % at 10 µM; hit rate 0.038% among 300,000; AID 2097, 2009;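 active = more than half of replicate wells score below -50%, meaning over 50% inhibition versus plate controls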;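 note: 0% = median DMSO wells and -100% = median GW8510 positive control wells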
Target sequence (P49841 whole entry, looked up): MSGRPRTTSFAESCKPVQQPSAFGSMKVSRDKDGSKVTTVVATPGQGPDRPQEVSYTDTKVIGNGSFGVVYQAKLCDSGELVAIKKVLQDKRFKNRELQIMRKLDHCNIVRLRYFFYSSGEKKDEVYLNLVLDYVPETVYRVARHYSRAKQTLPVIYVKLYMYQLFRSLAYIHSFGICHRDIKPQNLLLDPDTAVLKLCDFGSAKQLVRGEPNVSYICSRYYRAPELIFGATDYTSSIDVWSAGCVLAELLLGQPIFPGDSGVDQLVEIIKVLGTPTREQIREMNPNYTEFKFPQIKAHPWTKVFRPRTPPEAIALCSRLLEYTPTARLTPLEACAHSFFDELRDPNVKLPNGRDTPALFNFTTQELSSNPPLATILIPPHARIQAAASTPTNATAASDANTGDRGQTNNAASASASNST
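Test system: GST-tagged human GSK3beta kinase, cell-free; evaluation: activity score scaled between in-plate DMSO and GW8510 controls; measured by: ADP-Glo luminescence; incubation: 60 min reaction, RT; benchmarks: DMSO and 20 µM GW8510; reagent: peptide substrate plus 25 µM ATP (final); medium: Tris/MgCl2 kinase buffer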
HSF1 activator = HSF-1 activators, primary screen, NIH3T3-HGL cells, MG132 stress, luminescence, single point; NIH3T3-HGL HSF-1 luciferase reporter, 8 h; 100% = twice DMSO control signal; activation, % at 9 µM; hit rate 1.7% among 300,000;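 active = mean replicate activation of at least 50% with a set share of replicates each reaching 50%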;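 note: 0% = median of the neutral control wells and 100% = twice that signal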
AI-2 QS mod = Vibrio harveyi AI-2 quorum sensing modulators, primary screen, JMH597 strain, luminescence/OD600 ratio | Vibrio harveyi JMH597 AI-2 luminescence/OD600 ratio, 9 h; hits give low values; strain lacks LuxN and CqsS sensors; 0 = neutral-control median | activity change, % at 7.5 µM | hit rate 0.4% among 300,000; in the data active = activity change below about -75%, passing the limit was not always enough;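 note: luminescence divided by OD600 gain over 9 h not by final OD600 alone; inactives centre near 13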
* = called active by the depositor; i = inactive; nt = not tested or not shown.

Results follow in this order: GSK3A inh	aSyn UTR inh	PolyA inhibitor	HSF1 inhib	KLF5 inhibitor	HSP90 refold inh	IEC-6 cytotox	GSK3beta inhib	HSF1 activator	AI-2 QS mod
> COC(=O)c1cc(NC(=O)c2cc(-c3ccc(OC)cc3)oc2C(F)(F)F)ccc1N1CCOCC1
 : -2	0	i	7	-28	-2	3	2	49	6
> CCn1c2ccccc2c2cc(NC(=O)C/C(C)=N/NC(=O)c3ccccc3N)ccc21
 : -2	-110	i	53	2	2	7	3	88*	39
> COc1ccc(OC)c(NC(=O)CSc2nnc(-c3ccco3)o2)c1
 : 14	-8	i	-5	-13	-5	-9	4	4	37
> O=C(CN1CCCCCC1)NCCN1C(=O)S/C(=C\c2ccccc2Cl)C1=O
 : -3	-2	i	8	-7	0	-6	8	36	11
> CCOc1ccc(NC(=S)NC(=O)/C=C/c2ccc(Br)cc2)c([N+](=O)[O-])c1
 : -1	-79	i	-11	12	3	3	3	-13	16
> Cc1nc2ccccc2c(=O)n1CC(=O)N1CCOCC1
 : -3	-15	i	-5	-11	1	-2	-1	-8	7
> Oc1ccccc1N=Cc1sc2ccccc2c1Cl
 : -3	-104	i	13	-47	6	-7	4	32	32
> COc1ccc([N+](=O)[O-])cc1NC(=S)NC(=O)C(C)(C)C
 : -2	1	i	-1	9	-2	1	0	-3	17
> Cc1ccc(S(=O)(=O)CCc2nnc(NC(=O)CCl)s2)cc1C
 : 0	-55	i	1	-27	3	0	0	16	0
> CCC(Oc1ccccc1C)C(=O)Nc1ccc(S(=O)(=O)Nc2cc(C)on2)cc1 (stereo unspecified)
 : -3	-16	i	-3	-7	-4	4	-3	-21	5
> COc1cccc(CC(=O)NCC2COc3ccccc3O2)c1OC (stereo unspecified)
 : -1	-26	i	-1	-2	-1	-6	0	14	14
> CC(NC(=O)c1cnccn1)c1ccc(S(N)(=O)=O)cc1 (stereo unspecified)
 : -1	4	i	0	-12	0	-1	5	-11	10
> CC(C)C1Oc2ccccc2N(CC(=O)NC2CCCCC2)C1=O (stereo unspecified)
 : -3	2	i	4	1	3	0	0	-4	16
> CCOC(=O)c1sc(NC(=S)NC(=O)C23CC4CC(CC(C4)C2)C3)cc1C
 : -1	-104	i	-12	18	0	2	-5	-3	27
> COC(=O)Cn1c(=NC(=O)CSCC(=O)NC2CCCCC2)sc2cc(OC)ccc21
 : 0	-3	i	5	-7	3	-1	2	0	9
> CS(=O)(=O)N1CCc2ccccc2C1
 : -1	6	i	-7	-28	-2	-4	5	2	3
> O=C1CCNc2cc3ccccc3cc21
 : 7	78*	i	28	3	13	16	2	48	5
> CCOC(=O)C1(CCOc2ccccc2)CCN(Cc2ccc3nonc3c2)CC1
 : 0	17	i	-4	-14	-2	-1	-2	-19	4
> Cc1c(Nc2nc3ccccc3nc2N2CCN(c3ccccc3)CC2)c(=O)n(-c2ccccc2)n1C
 : -3	-15	i	1	-2	-1	0	3	21	22
> Cn1c(=O)c(=O)n(C)c2cc(S(=O)(=O)N3CCC(N4CCCCC4)CC3)ccc21
 : 0	-5	i	-6	-11	1	-1	-3	-3	3
> CC(C)NC(=O)c1cc(-c2cccs2)on1
 : -1	-127	i	6	-177	2	-3	0	30	5
> Cc1c(OCc2ccccc2)c(=O)ccn1Cc1ccccc1
 : 2	-111	i	11	-84	20*	-10	1	-4	4
> Cc1c(C(=O)C(C)C)n(C)c2ccccc12
 : 0	-18	i	-3	-26	-2	-3	-3	-1	12
> Cc1cc(Nc2cccc(O)c2)c2ccccc2n1
 : 2	14	i	1	-4	0	3	-5	10	17
> CCC(=O)N1CCN(C(=O)CC)C1c1ccccc1
 : 0	-17	i	-5	-21	1	1	1	10	-7
> Cc1nc2c(c(=O)n1CCC1=CCCCC1)c1nc3ccccc3nc1n2/N=C/c1ccco1
 : 0	6	i	5	-26	-4	-1	2	3	13
> CC(=O)c1cccc(NC(=O)c2ccoc2C)c1
 : 5	-14	i	-4	-57	-1	2	-5	7	18
> Cc1c(OCC(=O)NCCCN2CCCC2=O)ccc2c3c(c(=O)oc12)CCCC3
 : 0	13	i	3	2	0	-3	-3	5	17
> O=C(Nc1ccccc1)N1CCN(CCc2ccccc2)CC1
 : -3	22	i	12	-11	1	1	0	16	15
> CC1CCN(c2nc3c(c(=O)n(C)c(=O)n3C)n2CCSc2ncccn2)CC1
 : 0	-11	i	-13	nt	nt	nt	0	-4	31
> c1ccc2c(c1)N1CCN=C1N2CCN1CCCCC1
 : 2	-10	i	-1	-22	-2	2	10	4	6
> O=C(COC(=O)c1cncc(Br)c1)NCc1ccccc1Cl
 : -1	-10	i	-3	-4	2	4	3	-6	1
> CC(C)NC(=O)c1cc2nc(-c3ccco3)cc(C(F)(F)F)n2n1
 : -1	-18	i	0	-47	1	-6	1	-1	0
> COc1ccccc1OCC(=O)N1CCNC1=O
 : -2	10	i	-8	-26	0	-6	-5	6	18
> O=C(CN1CCCCCC1)Nc1cccc(NC(=O)CN2CCCCCC2)c1
 : 1	-20	i	8	-47	2	-4	1	7	16
> O=C(Nc1scc(-c2ccccc2)c1C(=O)O)c1ccccc1Cl
 : -8	-7	i	-7	-26	-2	0	1	7	12
> O=C(NCC1CC1)Nc1cccs1
 : 3	-5	i	1	-8	5	-7	1	7	20
> Cc1ccc(C23CC4CC(CC(CN)(C4)C2)C3)cc1
 : nt	-26	i	3	-37	1	6	-3	14	15
> O=C(NNc1nc2ccccc2s1)Nc1ccc(F)cc1
 : -1	-157	i	-3	-95	2	3	3	-22	10
> Cc1c(C(=O)O)[nH]c2c1C(=O)CC(c1ccccc1)C2 (stereo unspecified)
 : -2	-13	i	-6	-1	-4	3	3	-17	20
> COc1ccc(N(C(=O)CCl)C(C(=O)NCCc2ccccc2)c2cccs2)cc1Cl (stereo unspecified)
 : -2	16	i	14	1	1	78*	3	18	17
> COc1cccc(C(=O)NCC(=O)N/N=C/c2cccnc2)c1
 : 0	-10	i	3	-27	-1	0	-3	4	23
> CC(C)Cn1cc(C(=O)N2CCOCC2)c2c3ccccc3n(C)c2c1=O
 : 1	36	i	1	-4	-2	-1	nt	-2	nt
> N#Cc1c(-c2ccccc2)nc(N2CCOCC2)[nH]c1=O
 : 3	3	i	-10	-2	-4	-4	-1	-11	11
> CC1(C)CC(C(=O)Nc2ccccc2)C(=O)O1 (stereo unspecified)
 : -3	-7	i	0	nt	nt	nt	-1	-2	8
> Cc1cc(C)n2c(Br)c(CSc3nc4ccccc4o3)nc2n1
 : -2	-87	i	21	-43	0	-9	4	26	12
> NC(=O)C[C@H]1NC(=O)[C@H](CCC(=O)O)NC(=O)c2cc([N+](=O)[O-])cc(I)c2NCCC[C@@H](C(N)=O)NC1=O
 : 3	-1	i	2	-17	-1	2	0	3	15
> CCCn1c(NC(=S)Nc2ccccc2)nc2ccccc21
 : -1	-59	i	-9	-23	0	9	-1	-6	26
> CCc1ccc(Nc2ccc(C(N)=O)cc2[N+](=O)[O-])cc1
 : -1	-14	i	5	-15	-3	-1	-2	6	11
> Cc1ccc(/C=N/NC(=O)CCn2nc(C)cc2C)c(C)c1
 : -1	-19	i	3	-46	-2	-2	1	15	15
> Cn1c(N)c(C(=O)COc2ccc(C#N)cc2)c(=O)n(C)c1=O
 : -4	0	i	-2	-18	1	4	3	-3	2
> COc1ccc2nc(NC(=O)Nc3cccc4ccccc34)sc2c1
 : -3	-103	i	-2	-14	-1	0	0	19	26
> Cc1ccc(C(C(=O)NC2CCCC2)N(Cc2ccco2)C(=O)CCC(=O)Nc2ccccn2)cc1 (stereo unspecified)
 : 0	19	i	4	-26	0	-5	2	7	8
> O=C(C[n+]1cc(Br)cc(Br)c1)c1ccccc1
 : -3	15	i	-2	-23	0	-6	-2	5	12
> COc1ccc(/C=C(\C#N)C(=O)OCC(=O)Nc2c(C)cccc2C)cc1
 : -1	-27	i	1	-27	0	-4	0	20	6
> CCCS(=O)(=O)N1CCCC(C(=O)NCCCN(CC)c2cccc(C)c2)C1 (stereo unspecified)
 : nt	-16	i	27	-10	3	2	2	56*	4
> N#Cc1nc(COc2ccccc2)oc1NCCN1CCOCC1
 : 1	-9	i	-1	-13	-4	-5	3	-1	16
> CCCC(c1nnnn1CCc1ccccc1)N1CCN(C2CCCC2)CC1 (stereo unspecified)
 : 2	nt	nt	nt	-17	2	0	nt	nt	nt
> Cc1cc(C)cc(Oc2coc3c(CN(C)C)c(O)ccc3c2=O)c1
 : 0	-6	i	-25	-8	1	1	1	-38	-3
> O=C(Cn1[nH]c(=O)c2ccccc2c1=O)OCC(=O)N1CCc2ccccc2C1
 : -2	-3	i	-7	6	0	-4	2	-8	27

Next section
Results follow in this order: GSK3A inh	aSyn UTR inh	PolyA inhibitor	HSF1 inhib	KLF5 inhibitor	HSP90 refold inh	IEC-6 cytotox	GSK3beta inhib	HSF1 activator	AI-2 QS mod
> CCn1c2c(c3cc(C(=O)O)ccc31)CCCC2=O
 : 0	-2	i	-5	-7	2	-4	-1	4	19
> CCCc1nnc(NC(=O)C2CCN(C(=O)C3CC(=O)N(c4ccc(C)cc4)C3)CC2)s1 (stereo unspecified)
 : -3	10	i	-1	-9	-3	0	nt	28	nt
> Cc1ccc(NC(=O)COc2cccc(-n3cnnn3)c2)cc1[N+](=O)[O-]
 : -1	9	i	1	-25	1	1	4	10	-7
> CCc1ccc(S(=O)(=O)N2CCCC(N3CCN(c4ccc(OC)cc4)CC3)C2)cc1 (stereo unspecified)
 : 2	24	i	-11	-27	5	0	1	-3	9
> COc1ccc(N(CC(=O)NC2CCCC2)S(=O)(=O)c2ccc(NC(C)=O)cc2)cc1
 : -2	6	i	-4	-26	0	-8	3	-3	23
> COc1ccc(C)c(-n2c(N)cc(=O)n(Cc3ccccc3)c2=O)c1
 : -2	9	i	8	13	-2	-5	-4	44	26
> COc1ccc(C(=O)NCC(=O)OCC(=O)NCCC2=CCCCC2)cc1
 : -2	-2	i	-5	-6	0	-2	1	-8	13
> NC(=O)c1ccc(C(=O)c2ccc([N+](=O)[O-])cc2)cc1
 : -1	-15	i	-9	4	1	-8	1	0	25
> Cn1cc(-c2ccccc2C(=O)O)c(=O)c2ccccc21
 : 0	-2	i	2	-17	-7	-4	3	-10	3
> O=C(c1cc(-c2cccc(O)c2)on1)N1CCOCC1
 : 2	-35	i	16	-153	12	-5	2	14	22
> O=C(c1ccco1)N1CCCN(Cc2nc(-c3cccs3)no2)CC1
 : 0	-1	i	-6	8	1	2	2	6	3
> Cc1c(NC(=O)C2CCN(S(=O)(=O)c3ccccc3)CC2)c(=O)n(-c2ccccc2)n1C
 : 0	0	i	-2	-14	6	8	2	-2	-1

These rows are one share of the data, so the mix of outcomes need not match the whole.
